TAAR1 antag: human TAAR1 antagonists, primary screen, Fluo-8 calcium fluorescence, CHO RD-HGA16 cells. Trace amine-associated receptor 1 (Homo sapiens), Q96RJ0. antagonist. inhibition, % at 3 µM. hit rate 1.5% among 360,000. AID 624466, 2012;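 active means inhibition above a per-plate cutoff, the mean inhibition of test compounds on that plate plus 3 SD, cut at about 49% in these data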;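 further: 0% = DMSO plus EC80 beta-PEA response and 100% = DMSO alone without agonist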
Target sequence (Q96RJ0 whole entry, looked up): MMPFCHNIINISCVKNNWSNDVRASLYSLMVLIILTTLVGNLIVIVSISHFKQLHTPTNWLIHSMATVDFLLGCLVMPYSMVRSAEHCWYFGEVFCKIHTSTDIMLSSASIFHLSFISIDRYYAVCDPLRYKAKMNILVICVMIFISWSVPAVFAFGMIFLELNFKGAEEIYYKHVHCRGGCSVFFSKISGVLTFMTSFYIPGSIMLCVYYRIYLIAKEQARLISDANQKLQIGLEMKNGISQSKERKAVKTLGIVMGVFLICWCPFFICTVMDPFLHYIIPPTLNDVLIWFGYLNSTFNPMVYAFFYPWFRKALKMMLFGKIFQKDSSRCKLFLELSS
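Assay system: CHO-derived RD-HGA16 cells stably expressing human TAAR1 plus Gα16. Timing: 140 s kinetic read after compound, 140 s after agonist. Technique: kinetic Fluo-8 calcium fluorescence measurement. Measure: % inhibition of agonist calcium response.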
CHO-K1 Ca ag: counter-screen for M1 agonists: effect in parental CHO-K1 cells; Fluo-8 calcium fluorescence; scaled to maximal ATP response, vehicle zero; hit rate 0.48% among 360,000; activation, % at 3 µM; AID 602248, 2012; in the data active means activation above about 15%;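 further: untransfected CHO-K1 host cells lacking M1 receptor as counterscreen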
OXTR potentiator: human OXTR potentiators, primary screen, fluorescence, CHO-OTR cells, Fluo-8 calcium; Oxytocin receptor (Homo sapiens), P30559; Fluo-8 calcium fluorescence, potentiator mode; 0% = oxytocin EC15, 100% = EC100; activation, % at 3 µM; hit rate 0.061% among 320,000; AID 2445, 2010;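 active means activation above that plate's cutoff, the mean activation of tested compounds plus 3 SD, cut at about 6.6% in these data, passing the limit was not always enough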;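 further: 100% uses oxytocin at 75 nM as the full agonist control; some results filed as inactive read as strong as hits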
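Material: CHO-OTR cells, human receptor; compound dosing: single dose, 3.0 µM nominal final compound concentration; schedule: 6 min compound pre-incubation at room temperature, 100 s kinetic read; measured by: kinetic Fluo-8 calcium fluorescence; read-out basis: % activation vs EC15 and EC100 oxytocin; controls: EC15 oxytocin alone as 0%, 75 nM oxytocin as 100%; replicates: singlicate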
M1 PAM parental: nonselective calcium activators in parental CHO-K1 cells, primary screen, counter-screen for M1 PAM project, cell-based, Fluo-8 calcium fluorescence, full deck, 1536-well | ATP EC20; 0% at ATP EC20, 100% at ATP max | hit rate 0.02% among 360,000 | AID 602247, 2012 | activation, % at 3 µM;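 active means activation above the run cutoff, the mean activation of all test compounds plus 3 SD, cut at about 40% in these data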;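 further: peak over basal fluorescence ratio in a 140 s read after ATP addition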
CHO parental Ca: ATP-evoked calcium signal inhibitors, parental CHO, primary screen, counter-screen for OX1R antagonist project, cell-based, fluorescence, Fluo-8 calcium dye. inhibition, % at 5.6 µM. hit rate 0.63% among 330,000. parental CHO-K1, ATP-induced calcium, Fluo-8 fluorescence;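 active means inhibition above that plate's mean sample inhibition plus 3 SD, cut at about 26% in these data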;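 further: 0% = ATP-challenged DMSO wells and 100% = DMSO wells without ATP; some compounds past the cut are filed as inactive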
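Test system: parental CHO cells; detection: calcium-sensitive Fluo-8 fluorescence; evaluation: percent inhibition of calcium signal; also added: ATP as calcium-mobilizing challenge; repeats: one well per compound; control set: ATP-challenged DMSO wells low, unchallenged DMSO wells high; compound: single nominal dose of 5.6 µM per compound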
V1R ag counter: agonists of human V1a receptor, primary screen, counter-screen for OXTR agonist project, fluorescence, CHO-V1R cells; hit rate 0.25% among 320,000; activation, % at 3 µM; Vasopressin V1a receptor (Homo sapiens), P37288; Fluo-8 calcium fluorescence, agonist mode; 0% DMSO, 100% 3 nM vasopressin;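 active means activation above the mean activation of all tested compounds plus 3 SD, per screening run, cut at about 20% in these data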;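 further: signal is peak over basal fluorescence ratio across a 100 second FLIPR read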
Target sequence (P37288 whole entry, looked up): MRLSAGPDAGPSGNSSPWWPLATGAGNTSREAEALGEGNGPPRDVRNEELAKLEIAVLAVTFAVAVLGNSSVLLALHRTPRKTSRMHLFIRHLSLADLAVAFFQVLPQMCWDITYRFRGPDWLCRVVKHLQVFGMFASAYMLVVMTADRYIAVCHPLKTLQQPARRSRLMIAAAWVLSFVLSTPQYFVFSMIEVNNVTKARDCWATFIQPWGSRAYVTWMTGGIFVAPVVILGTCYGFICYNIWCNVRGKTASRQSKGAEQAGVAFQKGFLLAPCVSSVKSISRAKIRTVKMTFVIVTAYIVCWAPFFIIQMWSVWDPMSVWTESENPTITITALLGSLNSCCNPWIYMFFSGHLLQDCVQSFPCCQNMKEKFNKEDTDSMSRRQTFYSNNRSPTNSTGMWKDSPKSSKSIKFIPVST
GPR7 antagonist: GPR7 receptor antagonists, primary screen, cell-based, fluorescence, single concentration | GPR7-expressing cells, fluorescence antagonist assay | inhibition, % at 4.4 µM | Neuropeptides B/W receptor type 1 (Homo sapiens), P48145 | AID 1861, 2009 | hit rate 1.1% among 290,000; in the data active means inhibition above about 16%, passing the limit was not always enough;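 further: cells stimulated with the agonist NPW; 0% = agonist with vehicle and 100% = vehicle without agonist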
CHO-K1 Ca antag: counter-screen for M1 antagonists: effect in parental CHO-K1 cells. hit rate 0.6% among 360,000. inhibition, % at 3 µM. ATP-induced calcium, Fluo-8 fluorescence;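 active means inhibition above a per-plate cutoff, the plate's mean sample inhibition plus 3 SD, cut at about 24% in these data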;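 further: 0% = DMSO plus EC80 ATP and 100% = DMSO alone without ATP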
OXTR agonist: human OXTR agonists, primary screen, fluorescence, CHO-OTR cells, Fluo-8 calcium | Oxytocin receptor (Homo sapiens), P30559 | Fluo-8 calcium fluorescence; normalized: DMSO 0%, oxytocin 100% | activation, % at 3 µM | hit rate 0.32% among 320,000;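 active means activation above the mean of all tested compounds plus 3 SD, cutoff set per screening run, cut at about 20% in these data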;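 further: peak over basal fluorescence ratio from a 100 s FLIPR kinetic read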
Numbers without * were called inactive; . = not tested or not shown.

entry	mol	TAAR1 antag	CHO-K1 Ca ag	OXTR potentiator	M1 PAM parental	CHO parental Ca	V1R ag counter	GPR7 antagonist	CHO-K1 Ca antag	OXTR agonist
1	CC(=O)Nc1cccc(C(=O)OCC(=O)NNC(=O)c2ccc([N+](=O)[O-])cc2)c1	-34	1.8	-4	10	2	0.4	.	-8	0.6
2	COc1cc(C)c2sc3ccccc3c(=O)c2c1NCCN(C)C	-11	-0.1	.	11	.	.	.	1	.
3	CCOC(=O)C(NC(=O)c1ccccc1)=C1C=C(C)OC(C)=C1	-2	-0.1	-7	-6	-19	-1.2	-5	11	0.4
4	O=C(NCc1ccccn1)Nc1cc(Cl)cc(Cl)c1	3	3.7	-9	0	29*	9.2	25	10	3.2
5	COc1ccc(N(CC(=O)Nc2ccc(C)cc2C)S(=O)(=O)c2c(C)n[nH]c2C)cc1	-6	1.5	-11	8	0	-0.1	0	-9	-1.4
6	COc1cc(OC)cc(C(=O)NCCNC(=O)c2ccccn2)c1	3	0.7	4	13	-11	0.1	-7	-14	0.7
7	Cc1ccc(C(O)c2ncc(-c3ccc(F)cc3)[nH]2)cc1F (stereo unspecified)	-8	2.3	.	17	.	.	.	-2	.
8	Cc1ccc(S(=O)(=O)C/N=C(/NC(=S)N(c2ccccc2)c2ccccc2)c2ccccc2)cc1	6	-0.8	-3	1	-12	-1.0	-14	-15	-2.2
9	CCn1c(C)[n+](CCOC(C)=O)c2cc(Cl)c(Cl)cc21	-5	0.8	1	13	4	0.5	-5	-8	0.6
10	CCCCCCn1c(=O)n2n(c1=O)[C@@H]1CN(S(=O)(=O)c3ccc(C)cc3)C[C@]1(O)[C@@H](OC(=O)NC1CC1)C2	2	-0.1	.	-11	.	.	.	11	.
11	CCOC(=O)c1ccc(Oc2c(C)oc3c(CN4CCN(C)CC4)c(O)ccc3c2=O)cc1	12	0.2	2	13	-5	1.1	-11	-1	0.2
12	NC(=O)c1c(NC(NC(=O)c2ccco2)(C(F)(F)F)C(F)(F)F)sc2c1CCCC2	6	0.3	-8	10	-10	0.4	5	3	-0.4
13	Cc1onc(-c2c(Cl)cccc2Cl)c1C(=O)O/N=C(\C#N)c1c(Cl)cccc1Cl	3	0.7	-7	0	-4	1.4	-7	-7	0.4
14	COC(=O)c1ccc(NC(=O)CCc2c(C)nc3ncnn3c2C)cc1	3	0.6	7	22	-8	-0.5	-7	-11	1.0
15	COC(=O)c1cc(C#N)c(NCc2ccccc2)nc1C	1	-0.4	-9	-10	3	-1.2	-4	10	-2.4
16	Cc1cc(C)cc(-n2nnnc2SCC(=O)Nc2nc(-c3ccc(F)cc3)cs2)c1	19	0.3	-9	19	1	1.6	7	-20	1.7
17	CN(C)S(=O)(=O)c1cccc(N2C(=O)CC3(CCCCC3)CC2=O)c1	4	4.5	-16	16	0	3.3	-9	-12	1.7
18	CCCN(CCC)c1cc(Cl)nc(N)n1	-27	0.9	-2	18	-8	-0.6	-8	-3	-1.7
19	CCCCCCn1cc(C(=O)O)c(=O)c2cc(F)c(N3CCN(C)CC3)cc21	.	-0.1	-7	-14	-14	2.7	-4	10	4.9
20	COc1ccc(OC)c(CN2CCN(S(=O)(=O)c3ccc(NC(C)=O)cc3)CC2)c1	-15	0.4	-3	13	-18	1.4	-2	-16	0.1
21	O=C(N/N=C/c1cc2c(cc1Cl)OCO2)c1cc(-c2ccccc2)n[nH]1	21	1.8	-1	-2	-24	1.2	-40	1	-0.1
22	Cc1ccc(NC(=O)CN(C)S(=O)(=O)c2ccc3[nH]c(=O)oc3c2)c(C)c1	1	-0.3	-4	1	-17	2.0	-12	-8	-0.3
23	CCOc1ccccc1NC(=O)CSc1nncc2ccccc12	12	3.0	-13	6	-10	5.2	10	4	3.2
24	CC(C)Oc1ccc(C(=O)NCC(=O)OCC(=O)N(C)Cc2cccs2)cc1	-12	2.9	-13	21	1	0.0	-9	-11	-1.6
25	Cc1ccccc1/C=N/NC(=O)c1ccc(-n2cnnn2)cc1	-4	0.1	2	15	1	0.1	.	-10	1.2
26	O=C(Nc1c(Cl)cc(Cl)cc1-c1nc2ccccc2s1)c1ccc(Br)o1	2	-0.5	-1	-2	-49	-0.2	5	-1	-1.0
27	COc1ccc(C(=O)O/N=C/c2ccc(S(=O)(=O)c3ccc(Cl)cc3)nc2)cc1	-22	1.7	-2	16	-6	3.9	.	-16	0.3
28	CC(C)[C@@H]1C=C(C(=O)O)O[C@H](OCCCCO)C1	-3	0.7	5	13	-4	1.1	.	-12	0.2
29	O=C(CCC(=O)N1CCN(c2ccccc2F)CC1)N1CCN(c2ccc(F)cc2)CC1	19	7.2	-12	14	-3	4.6	-14	-10	2.7
30	O=C1CCCc2c1nc(-c1ccc([N+](=O)[O-])cc1)n2O	-4	1.7	2	13	1	0.1	-6	-8	1.5
31	COc1ccc(CCNC(=O)CSc2ncn[nH]2)cc1	1	0.1	-4	19	2	0.5	5	-4	0.7
32	NC(=O)C1CCN(C(=O)c2cc3ccccc3cc2O)CC1	-3	-0.3	3	-30	-6	0.4	.	22	1.1
33	CC(C)n1cnc2cc(NCc3nc4ccccc4n3C)ccc21	-8	0.8	-8	-1	-16	0.1	-6	3	0.9
34	CCOC(=O)N1CCN(Cc2nc3cc(NC(C)=O)ccc3n2CC)CC1	-2	1.4	-5	-5	-3	-0.4	-5	-11	0.2
35	N#C/C(=C\c1coc2ccc(O)cc2c1=O)C(=O)Nc1nc2ccccc2s1	104*	58*	-13	-19	64*	308*	-4	40*	257*
36	CC1(C(=O)O)CCN1C(=O)c1ccccc1F (stereo unspecified)	6	0.1	.	-1	.	.	.	0	.
37	Cc1cnc(C(=O)N2CCCC(C(=O)c3ccc(C(C)(C)C)cc3)C2)cn1 (stereo unspecified)	8	8.3	-11	0	-26	4.8	-20	-11	2.9
38	O=C(O)CC(c1ccccc1F)N1Cc2ccccc2C1=O (stereo unspecified)	-14	0.2	-6	-23	-10	-0.3	-8	4	0.3
39	CC1Cc2ccccc2N1C(=O)CN(C)S(=O)(=O)c1cccc2cccnc12 (stereo unspecified)	17	3.4	-5	19	2	-0.9	-8	2	-1.1
40	COC(=O)Cc1ccc(NC(=O)c2ccc(Br)o2)cc1	2	0.1	-6	-3	-7	0.4	-3	13	0.1
41	O=C(NC1CCCCCC1)C1c2ccccc2C(=O)N1Cc1cccs1 (stereo unspecified)	-8	0.5	-6	1	-17	0.5	17	-19	-2.2
42	CCc1cccc(NC(=O)Cn2cc3c(n2)CCCC3)c1	-26	1.2	-11	14	-18	-0.5	-3	5	-0.9
43	COc1cccc(NC(=O)CN(C)C(=O)c2ccc3c(c2)C(=O)N(CCC(C)C)C3=O)c1	-2	5.8	-9	-16	-9	13	.	-17	11
44	O=c1cc(CN2CCc3ccccc32)c2ccc(O)cc2o1	-4	1.1	-16	20	-2	0.8	-5	-8	0.7
45	O=C(NCCOC(=O)c1ccc(Cl)c(S(=O)(=O)N2CCCCC2)c1)c1ccncc1	.	-0.3	-16	16	-5	0.5	-8	9	-1.4

Ordered by formula weight (lowest first): some entries from above.
entry	mol	TAAR1 antag	CHO-K1 Ca ag	OXTR potentiator	M1 PAM parental	CHO parental Ca	V1R ag counter	GPR7 antagonist	CHO-K1 Ca antag	OXTR agonist
31	COc1ccc(CCNC(=O)CSc2ncn[nH]2)cc1	1	0.1	-4	19	2	0.5	5	-4	0.7
44	O=c1cc(CN2CCc3ccccc32)c2ccc(O)cc2o1	-4	1.1	-16	20	-2	0.8	-5	-8	0.7
32	NC(=O)C1CCN(C(=O)c2cc3ccccc3cc2O)CC1	-3	-0.3	3	-30	-6	0.4	.	22	1.1
38	O=C(O)CC(c1ccccc1F)N1Cc2ccccc2C1=O (stereo unspecified)	-14	0.2	-6	-23	-10	-0.3	-8	4	0.3
41	O=C(NC1CCCCCC1)C1c2ccccc2C(=O)N1Cc1cccs1 (stereo unspecified)	-8	0.5	-6	1	-17	0.5	17	-19	-2.2
35	N#C/C(=C\c1coc2ccc(O)cc2c1=O)C(=O)Nc1nc2ccccc2s1	104*	58*	-13	-19	64*	308*	-4	40*	257*
39	CC1Cc2ccccc2N1C(=O)CN(C)S(=O)(=O)c1cccc2cccnc12 (stereo unspecified)	17	3.4	-5	19	2	-0.9	-8	2	-1.1
45	O=C(NCCOC(=O)c1ccc(Cl)c(S(=O)(=O)N2CCCCC2)c1)c1ccncc1	.	-0.3	-16	16	-5	0.5	-8	9	-1.4

Not a hit list; any-hit rate near 3.5%.
